Screens deposited in PubChem BioAssay by several laboratories.
Bfl-1 Bim block: inhibitors of Bim binding to Bfl-1, primary screen, biochemical, multiplexed, bead-based flow cytometry. Bim-Bfl-1 binding inhibition. inhibition, % at 10 µM. hit rate 0.12% among 190,000. AID 1008, 2008;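 note: 0% = wells without compound plus tracer and 100% = blocker peptide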
Mcl1 Noxa PPI: Mcl-1/Noxa binding inhibitors, primary screen, biochemical, TR-FRET, 1536-well | hit rate 1.5% among 220,000 | Induced myeloid leukemia cell differentiation protein Mcl-1 (Homo sapiens), Q07820 | TR-FRET Mcl-1/Noxa peptide binding, 2 h | AID 1022, 2008 | inhibition, % at 21.7 µM;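 active = compounds that cut the protein-peptide binding signal by more than 50% relative to plate controls in a single-dose test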;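 note: His-tagged Mcl-1 with rhodamine Noxa BH3 peptide and terbium anti-His antibody; 0% = Mcl-1 plus Noxa peptide wells and 100% = peptide-only wells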
Bim-Bcl-W: inhibitors of Bim binding to Bcl-W, primary screen, biochemical, multiplexed, bead-based flow cytometry | Bcl-2-like protein 2 (Homo sapiens), Q92843 | Bim peptide-Bcl-W binding | inhibition, % at 10 µM | hit rate 0.02% among 190,000;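 note: 0% = bound tracer without compound and 100% = peptide blocker; higher means less fluorescent Bim peptide bound to Bcl-W beads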
Target sequence (Q92843 whole entry, looked up): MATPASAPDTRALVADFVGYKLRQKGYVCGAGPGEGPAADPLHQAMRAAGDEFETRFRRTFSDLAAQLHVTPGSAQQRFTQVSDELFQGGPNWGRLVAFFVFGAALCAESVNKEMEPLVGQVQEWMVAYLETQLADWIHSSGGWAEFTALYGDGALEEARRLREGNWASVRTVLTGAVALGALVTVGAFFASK
RGS8-Gao: RGS8-Galphao binding modulators, primary screen, biochemical, multiplexed bead flow cytometry | actives lie on both sides | Guanine nucleotide-binding protein G(o) subunit alpha (Homo sapiens), P09471 | hit rate 0.34% among 220,000 | response (percent of control binding), % at 10 µM | AID 1423, 2008; in the data active = response below about 60% or above about 140%; inactive = in between;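 note: Galphao activated as the GDP aluminium fluoride complex binding bead-coupled RGS8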
Target sequence (P09471 whole entry, looked up): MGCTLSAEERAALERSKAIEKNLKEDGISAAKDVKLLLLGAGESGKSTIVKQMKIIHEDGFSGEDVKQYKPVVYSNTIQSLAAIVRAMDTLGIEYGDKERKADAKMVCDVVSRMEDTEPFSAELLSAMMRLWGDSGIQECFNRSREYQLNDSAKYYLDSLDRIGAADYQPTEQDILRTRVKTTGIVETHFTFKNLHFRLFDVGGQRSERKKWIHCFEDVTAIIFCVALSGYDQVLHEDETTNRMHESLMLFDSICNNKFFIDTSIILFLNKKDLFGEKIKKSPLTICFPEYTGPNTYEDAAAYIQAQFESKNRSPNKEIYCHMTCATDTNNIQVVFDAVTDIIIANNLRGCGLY
Mcl1 Bid PPI: Mcl-1/Bid binding inhibitors, primary screen, biochemical, TR-FRET, 1536-well; Induced myeloid leukemia cell differentiation protein Mcl-1 (Homo sapiens), Q07820; TR-FRET Mcl-1/Bid-Dy647 peptide binding; inhibition, % at 21.7 µM; hit rate 0.97% among 220,000; AID 1021, 2008;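 active = compounds that cut the binding signal by more than half at the single screening dose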;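 note: His-tagged Mcl-1 with europium anti-His antibody binding Bid BH3 peptide; 0% = Mcl-1 plus peptide wells and 100% = peptide-only wells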
Bcl-2 Bim block: inhibitors of Bim-Bcl-2 binding, primary screen, biochemical, multiplexed, human Bcl-2 family; Apoptosis regulator Bcl-2 (Homo sapiens), P10415; hit rate 0.06% among 190,000; AID 950, 2007; Bead-based flow cytometry, Bim peptide-Bcl-2 binding; inhibition, % at 10 µM; in the data active = inhibition above about 40%; inconclusive = no clear call, values can overlap the other calls;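 note: 0% = no compound wells with probe peptide and 100% = reference peptide inhibitor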
Target sequence (P10415 whole entry, looked up): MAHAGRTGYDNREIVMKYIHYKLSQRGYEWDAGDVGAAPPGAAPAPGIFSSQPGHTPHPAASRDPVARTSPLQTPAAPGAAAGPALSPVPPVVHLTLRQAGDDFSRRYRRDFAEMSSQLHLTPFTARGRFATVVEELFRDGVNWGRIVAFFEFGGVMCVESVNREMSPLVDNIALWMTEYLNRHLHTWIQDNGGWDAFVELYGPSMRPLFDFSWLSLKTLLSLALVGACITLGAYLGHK
RGS7-Gao reg: RGS7-Galphao binding modulators, primary screen, biochemical, multiplexed bead flow cytometry. Guanine nucleotide-binding protein G(o) subunit alpha (Homo sapiens), P09471. actives lie on both sides. binding response (% of control), % at 10 µM. hit rate 0.35% among 220,000. AID 1439, 2008; in the data active = binding response below about 49% or above about 150%; inconclusive = no clear call, values can overlap the other calls; inactive = in between;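 note: fluorescent Galphao held in activated GDP-AlF4 state binding bead-coupled RGS7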
Mcl-1 Bim block: inhibitors of Bim peptide binding to Mcl-1, primary screen, biochemical, bead-based flow cytometry, multiplex; Bim peptide-Mcl-1 binding; inhibition, % at 10 µM; hit rate 0.1% among 190,000; AID 1009, 2008;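 note: 0% = no compound tracer wells and 100% = peptide blocker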
RGS4-Gao reg: modulators of RGS4 binding to Galphao, primary screen, biochemical, multiplexed bead flow cytometry. AID 1415, 2008. actives lie on both sides. hit rate 0.33% among 220,000. binding response (% of control), % at 10 µM; in the data active = binding response below about 49% or above about 150%; inactive = in between;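 note: fluorescent Galphao activated with aluminum fluoride binding bead-coupled RGS4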
Bim-Bcl-XL: inhibitors of Bim-Bcl-XL binding, primary screen, biochemical, multiplexed, bead flow cytometry, human Bcl-XL; Bcl-2-like protein 1 (Homo sapiens), Q07817; inhibition, % at 10 µM; AID 1007, 2008; Bim peptide-Bcl-XL binding, fluorescence; hit rate 0.04% among 190,000
Target sequence (Q07817 whole entry, looked up): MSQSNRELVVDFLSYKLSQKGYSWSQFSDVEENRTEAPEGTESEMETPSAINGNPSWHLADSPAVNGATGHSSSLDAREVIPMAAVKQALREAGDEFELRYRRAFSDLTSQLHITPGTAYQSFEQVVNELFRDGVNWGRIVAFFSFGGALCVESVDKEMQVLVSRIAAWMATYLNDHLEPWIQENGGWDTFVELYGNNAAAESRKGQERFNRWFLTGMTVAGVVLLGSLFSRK
Bcl-B Bim block: inhibitors of Bim-Bcl-B binding, primary screen, biochemical, multiplexed, human Bcl-2 family. Bcl-2-like protein 10 (Homo sapiens), Q9HD36. bead-based flow cytometry, Bim peptide-Bcl-B binding. inhibition, % at 10 µM. hit rate 0.073% among 190,000. AID 951, 2007;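 note: 0% = tracer peptide without compound and 100% = reference inhibitor peptide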
Starred values were filed as active, the others as inactive; u = inconclusive; x = no result given. Cut-off read from the data, not from the text of the source, unless noted: active = inhibition above about 40%. Not all compounds are listed, so the mix of outcomes need not match the whole.

SMILES	Bfl-1 Bim block	Mcl1 Noxa PPI	Bim-Bcl-W	RGS8-Gao	Mcl1 Bid PPI	Bcl-2 Bim block	RGS7-Gao reg	Mcl-1 Bim block	RGS4-Gao reg	Bim-Bcl-XL	Bcl-B Bim block
N/C(=N\[N+](=O)[O-])NCCCC(NC(=O)CNC(=O)c1ccccc1)C(=O)O (stereo not given)	-4	3	3	101	-4	-3	98	1	101	0	0
CC(C)CCn1c(=O)c(C(=O)Nc2ccccc2S(N)(=O)=O)c(O)c2ccccc21	-8	-7	1	103	1	-2	102	0	107	-1	-2
CN1CCc2c(c(N3CCCCC3)nc3n[nH]c(N)c23)C1	-10	-4	-1	103	-38	-8	102	0	103	-3	-7
C[C@@H]1C[C@H]2OC(=O)C3(CO3)[C@H]2[C@H](O)[C@]2(C)C(=O)C3OC3[C@@H]12 (stereo not given in full)	x	-3	x	104	-19	x	u	x	103	x	x
CCCCc1nc2ccccc2c(=O)n1-c1ccc(O)cc1	-11	8	0	100	-7	-4	102	-1	102	0	-6
CC(=NC(C)c1ccccc1)c1c(O)[nH]c(=O)[nH]c1=O (stereo not given)	3	-5	1	100	-31	0	105	5	102	0	2
Cc1ccc(-n2c(O)c(C=NCCN(C)C)c(=O)[nH]c2=O)cc1	-3	-11	-2	102	-7	0	98	0	100	-3	-4
C=CCn1c(O)c(C=NCCN(C)C)c(=O)[nH]c1=O	-3	17	-2	102	-26	-1	93	0	93	-2	-1
O=C(Cc1ccc(Br)cc1)N1CCN(Cc2ccccc2)CC1	-7	12	3	98	-30	-5	92	0	96	-1	-4
C=CCn1c(=O)c(C=Nc2cccnc2Cl)c(O)n(CCCC)c1=O	1	-15	-3	100	-2	2	97	-2	97	-1	-3
Cc1c(C(=O)N2CCC3(CC2)OCCO3)oc2ccc(S(=O)(=O)N3CCCCC3)cc12	-1	18	-2	103	0	-2	97	-2	101	-5	-4
Cn1cc(C(=O)NP(=O)(N2CCOCC2)N2CCOCC2)c2ccccc21	-4	19	2	99	7	-5	u	-2	103	-1	-5
CN(C)C(=O)Oc1cccc(NC(=O)c2ccccc2C(F)(F)F)c1	x	9	x	100	-8	x	u	x	102	x	x
CN1C(=O)C(=Cc2ccc(-c3cccc(Cl)c3)o2)C(=O)N(C)C1=O	7	42	0	101	11	4	103	-11	101	0	0
Clc1ccc2nc3c(c(-c4ccccc4)c2c1)CNCC3	-5	21	-7	107	17	-5	111	-6	106	-10	-5
CCC(C)N1C(=O)/C(=C\c2cc3c4c(c2)CCCN4CCC3)C(=O)NC1=S (stereo not given)	16	29	13	100	-28	7	97	-6	95	-1	11
O=C1NCCN2CCCC12 (stereo not given)	-9	8	-1	105	-27	-5	109	0	107	-13	-3
Cn1c(=O)cc(OCC(=O)N2CCN(C3CCCCC3)CC2)c2ccccc21	-8	6	1	99	-24	-6	98	1	99	-2	-8
CCN(CC)P(=O)(c1nccn1C)N(CC)CC	-3	1	1	101	-20	0	95	-3	98	1	-2
O=c1[nH]c(=S)n(CCC2=CCCCC2)c(O)c1/C=N/N1CCOCC1	x	4	x	100	-36	x	u	x	101	x	x

The final two entries of the section above lead into the next:
SMILES	Bfl-1 Bim block	Mcl1 Noxa PPI	Bim-Bcl-W	RGS8-Gao	Mcl1 Bid PPI	Bcl-2 Bim block	RGS7-Gao reg	Mcl-1 Bim block	RGS4-Gao reg	Bim-Bcl-XL	Bcl-B Bim block
CCN(CC)P(=O)(c1nccn1C)N(CC)CC	-3	1	1	101	-20	0	95	-3	98	1	-2
O=c1[nH]c(=S)n(CCC2=CCCCC2)c(O)c1/C=N/N1CCOCC1	x	4	x	100	-36	x	u	x	101	x	x
CCN(CC)CC(O)c1ccc(C2CCCC2)cc1 (stereo not given)	0	4	-2	102	3	0	101	-1	100	-2	-3
O=C(Nc1ccc(Cl)cc1C(=O)c1ccccc1)c1ccco1	0	13	0	102	3	-4	101	-6	103	0	-4
Fc1c(F)c(F)c(N2CCNCC2)c(F)c1F	-4	9	0	99	-8	-3	u	3	100	-3	-1
CCOc1ccccc1N=C1SCCCN1C	1	-12	3	90	-24	2	99	-1	100	-5	0
CC1(C)C2CC=C(CN3CCOCC3)C1C2 (stereo not given)	-7	17	-2	102	30	-3	100	-6	106	-6	-5
Cc1nn(Cc2ccc(Cl)cc2Cl)c(Cl)c1C(=O)O	-4	0	2	99	-3	-4	u	0	99	0	-3
Cc1ncc(CN2CCCC(C(=O)c3cccc(OC(C)C)c3)C2)s1 (stereo not given)	-6	3	-3	104	-12	-3	105	1	99	-2	-4
Cc1ccc(N/N=C/c2c(O)n(-c3ccccc3)c(=O)[nH]c2=O)cc1	-7	-11	-5	108	-39	0	108	-3	108	-3	-3
COc1ccc2c(c1)c(C(=O)O)c(C)n2C(C)C	3	5	0	102	-21	1	97	2	100	-1	1
COC(=O)CN1C(=O)C2(C(C(=O)OC)=C(N)Oc3ccccc32)C2=C1CC(C)(C)CC2=O (stereo not given)	-11	19	0	100	0	-8	96	0	99	-4	-7
O=C(Cn1ncc2c3ccccc3n(Cc3ccccc3F)c2c1=O)N1CCC2(CC1)OCCO2	-1	6	-4	96	0	-1	93	-2	94	0	-7
CCOC(=O)c1c(/N=C/C2C(=O)NC(=S)NC2=O)sc(C)c1C	-1	34	0	96	67*	0	100	-1	98	0	-7
Cc1ccc(-n2c(O)c(C=Nc3ccccc3N)c(=O)[nH]c2=O)cc1C	3	-24	0	106	-59	3	101	1	107	0	0
CN1CCN(C(=S)SCC(=O)Nc2ccc(Cl)cc2C(=O)c2ccccc2)CC1	-16	10	-4	102	0	-5	105	-4	100	-9	-15
Cc1nn(Cc2ccccc2)c(Cl)c1C(=O)OCC(=O)Nc1cccc2ccccc12	-18	-7	-5	87	-16	-3	84	0	84	-5	-9
O=C(NC(Cc1ccccc1)C(=O)N1CCC2(CC1)OCCO2)C1CCCCC1 (stereo not given)	-11	2	2	99	-10	0	102	2	100	3	-3
O=C(N/N=C/c1c(O)n(-c2ccccc2)c(=S)[nH]c1=O)c1ccccc1	x	-114	x	98	-94	x	u	x	96	x	x
Cc1ccc(-c2nc(N3CCOCC3)s[n+]2-c2ccccc2)cc1	53*	-54	4	76	-39	13	98	8	96	11	-42
CC(=NCC1CCCO1)c1c(O)n(-c2ccc(Cl)cc2)c(=O)[nH]c1=O (stereo not given)	-11	10	-1	100	19	-11	103	-2	101	-9	-8
CC(=NCCN1CCOCC1)c1c(O)n(C2CCCCC2)c(=O)[nH]c1=O	0	-10	-1	93	-12	-1	90	-3	84	1	0

The results go on.
SMILES	Bfl-1 Bim block	Mcl1 Noxa PPI	Bim-Bcl-W	RGS8-Gao	Mcl1 Bid PPI	Bcl-2 Bim block	RGS7-Gao reg	Mcl-1 Bim block	RGS4-Gao reg	Bim-Bcl-XL	Bcl-B Bim block
COc1ccccc1Cn1c(SCC#N)nc2cc(C(=O)N3CCC4(CC3)OCCO4)ccc2c1=O	-4	14	-2	98	-21	-3	105	-1	99	-3	-2
Cc1ccc(C2N(c3cc(C)on3)C(=O)C3CCCN32)cc1 (stereo not given)	-14	-2	-3	102	13	-13	94	-4	97	-7	-6
N=c1c2c(n(Cc3ccc(Cl)cc3Cl)c3c1CCC3)CCCC2	-10	21	0	96	1	-8	102	2	106	-3	-7
CCCSP1(=S)NCCCO1 (stereo not given)	0	-11	-5	103	-4	1	102	0	103	-6	-3
CCOC(=O)N(c1ccccc1)P1(=S)OCCO1	1	7	1	100	-11	-1	106	-2	99	-1	-3
CC(C)c1ccc(N=Cc2c(O)n(C3CC3)c(=S)[nH]c2=O)cc1	x	-2	x	104	-15	x	u	x	107	x	x
OC1(c2ccccc2F)CC2CCC(C1)N2CCN1CCOCC1 (stereo not given)	-11	3	-6	129	-5	-4	108	-7	113	-9	-7
CN(C)c1ccc(CN2CC=C(c3ccc(F)cc3)CC2)cc1	2	33	3	102	-120	-1	107	1	104	0	0
Cc1ccccc1C1=NCC(=O)N(CC(=O)N2CCCCC2)c2sc(C)c(C)c21	-8	-8	-3	98	1	-9	99	-5	100	2	-10
Cc1nonc1OCCNc1ccc([N+](=O)[O-])c2cccnc12	-3	5	-12	103	-22	-5	104	-22	104	-11	-13
Cc1ccc(-n2nc(C)c3c2NC(=O)CSC3c2ccc3c(c2)OCO3)cc1 (stereo not given)	-12	28	-1	100	-53	-9	99	0	96	-3	-5
CN1CCN(c2ccc(C(N)=O)cc2N)CC1	-15	15	-4	105	-18	-15	100	-7	102	-5	-13
O=C1NC(=O)C(C/C=C/c2ccccc2)C(=O)N1	-9	0	5	100	-74	1	97	2	98	-2	-3
Nc1ccccc1N=Cc1c(O)n(CCC2=CCCCC2)c(=O)[nH]c1=O	-2	9	2	100	-24	2	96	6	100	1	1
CCC(=O)c1ccc(OC)c(OC)c1	-4	6	0	99	0	-4	106	1	91	-2	-4
Cc1ccc2c(c1)C1CN(C)CCC1N2C(=O)c1ccc(Br)o1 (stereo not given)	-12	4	0	101	-15	-4	103	9	101	-11	-2
C=CCN1C(=O)/C(=C/c2ccc3c(c2)CCCN3CCC)C(=O)NC1=S	-8	47	-7	98	37	-2	99	-6	97	-14	-13
CNc1cc(Cl)c2nonc2c1[N+](=O)[O-]	11	33	0	86	-35	1	u	-1	96	1	3
Cc1nc2ccccn2c1P(=S)(N1CCCCC1)N1CCCCC1	-5	31	5	101	13	0	106	2	102	7	1
NCCCCCC(=O)OC1N=C(c2ccccc2Cl)c2cc(Br)ccc2NC1=O (stereo not given)	-3	6	-2	104	-22	-4	98	2	106	0	-4

Following part:
SMILES	Bfl-1 Bim block	Mcl1 Noxa PPI	Bim-Bcl-W	RGS8-Gao	Mcl1 Bid PPI	Bcl-2 Bim block	RGS7-Gao reg	Mcl-1 Bim block	RGS4-Gao reg	Bim-Bcl-XL	Bcl-B Bim block
Cn1c(O)c(N=Nc2cccc(S(=O)(=O)N3CCOCC3)c2)c(=O)n(C)c1=O	-6	8	-1	98	-12	0	99	-1	98	-2	0
CN1C(=O)NC(=O)/C(=C/c2ccc([N+](=O)[O-])s2)C1=O	x	53*	x	69	-51	x	u	x	95	x	x
CCC12CN3CCN(CC(C3)/C1=N\O)C2	-13	-1	1	100	-36	-7	100	1	99	-5	-5
COc1ccc2nc(NC3=NCCN3)sc2c1	1	8	-1	107	-9	2	107	-1	106	-3	-2
